Assay outcomes as filed in PubChem.
Mdm2 ligase inh – blocks human Mdm2 ubiquitin ligase activity; Q00987; cell-based MDM2 ubiquitination luciferase reporter, 2 h; 0 = plate control, 100 = twice control, blank-subtracted; signal enhancement, % at 5 µM; 0.11% of 210,000 active; AID 1230;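 active = signal enhancement of 30% or more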;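 note: luminescence tracks abundance of the self-degrading MDM2-luciferase fusion protein; higher signal means inhibition of MDM2 E3 ligase activity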
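Test system: stable mammalian line carrying autodegrading MDM2–luciferase fusion reporter; quantity: 2000 cells in each well; times: 4 h cell settling then 2 h compound exposure, 37 °C; detection: luminescence with SteadyLite reagent, 15 min at room temperature; evaluation: percent signal gain over controls, blank-subtracted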
Runt-CBFb FRET – blocks binding of human RUNX1 Runt domain to CBFb; Q01196+Q13951; Cerulean-Runt/Venus-CBFb FRET ratio 530/480, 1 h; inhibition, % at 20 µM; 0.46% of 220,000 active; AID 1496;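 active = inhibition over about 50% at 20 µM in the single-dose screen, limit read from the data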;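 note: 0% = DMSO wells and 100% = excess unlabeled CBFb competitor control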
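System: Cerulean-labeled Runt domain protein | Quantity: 100 nM of each labeled protein | Schedule: 1 h compound exposure, room temperature | Detection: Fluorescence energy transfer, 422 nm excitation, 530/480 nm emission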
Hck Nef HTS – inhibitors of human Hck kinase activated by Nef; Recombinant Hck-YEEI plus Nef, Z-Lyte FRET kinase assay; inhibition, % at 20 µM; 0.68% of 220,000 active; AID 463187;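 active = Hck-Nef kinase inhibition above about 50%, limit read from the data; inactive = inhibition below that limit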;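 note: 0% = DMSO with Hck plus Nef and 100% = Hck alone without Nef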
Target sequence (P08631 whole entry, looked up): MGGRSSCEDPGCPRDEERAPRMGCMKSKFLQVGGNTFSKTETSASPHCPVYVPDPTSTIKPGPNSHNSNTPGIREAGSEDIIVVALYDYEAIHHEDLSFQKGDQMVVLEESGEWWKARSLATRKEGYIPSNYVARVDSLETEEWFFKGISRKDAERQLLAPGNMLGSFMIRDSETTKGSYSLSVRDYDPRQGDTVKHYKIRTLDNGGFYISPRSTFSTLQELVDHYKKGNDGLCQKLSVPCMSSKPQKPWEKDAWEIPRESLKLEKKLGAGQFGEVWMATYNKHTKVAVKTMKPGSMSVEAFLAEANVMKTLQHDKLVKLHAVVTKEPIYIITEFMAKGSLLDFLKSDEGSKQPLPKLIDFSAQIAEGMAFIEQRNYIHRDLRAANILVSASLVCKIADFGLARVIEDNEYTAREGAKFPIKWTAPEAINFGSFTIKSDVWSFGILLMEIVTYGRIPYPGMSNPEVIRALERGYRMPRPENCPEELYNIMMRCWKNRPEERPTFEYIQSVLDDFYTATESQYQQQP
NPY-Y2 PAM-ag – potentiators or agonists of human neuropeptide Y receptor Y2; P49146; cells expressing NPY-Y2, potentiator/agonist read-out; activation, % at 3.6 µM; 0.45% of 220,000 active; in the data active = activation above about 27%;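 note: cells stimulated with NPY near EC25 plus isoproterenol at EC100; 0% = vehicle plus submaximal agonist and 100% = vehicle plus saturating agonist; some results beyond the cut were filed as inactive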
NPY-Y1 PAM-ag – human NPY-Y1 potentiation or agonism, primary screen; P25929; NPY-Y1 expressing cells, potentiator/agonist activation; activation, % at 3.6 µM; 0.37% of 220,000 active; in the data active = activation above about 33%, passing the limit was not always enough;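 note: cells stimulated with NPY at EC10 then isoproterenol at EC100; 0% = low agonist plus stimulus and 100% = saturating agonist plus stimulus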
Target sequence (P25929 whole entry, looked up): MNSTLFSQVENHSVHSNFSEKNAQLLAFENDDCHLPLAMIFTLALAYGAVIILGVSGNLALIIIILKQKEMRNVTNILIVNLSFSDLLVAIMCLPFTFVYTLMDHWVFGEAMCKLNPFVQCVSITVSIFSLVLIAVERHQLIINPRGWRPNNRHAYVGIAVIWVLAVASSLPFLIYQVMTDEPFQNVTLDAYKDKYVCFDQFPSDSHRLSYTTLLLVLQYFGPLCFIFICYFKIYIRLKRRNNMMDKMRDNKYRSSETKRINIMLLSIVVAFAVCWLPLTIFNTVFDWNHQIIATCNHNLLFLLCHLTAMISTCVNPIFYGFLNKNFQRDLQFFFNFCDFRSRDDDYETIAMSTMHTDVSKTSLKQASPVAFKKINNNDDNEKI
RBBP9 inh – inhibitors of human serine hydrolase RBBP9; O75884; recombinant RBBP9, FP-Rh probe fluorescence polarization; 0.2% of 220,000 active; AID 1515; inhibition, % at 7.94 µM;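 active = inhibition above the campaign mean of all tested compounds plus 3 SD, cut at about 14% in these data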;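 note: plate controls were DMSO wells with RBBP9 for no effect and wells lacking RBBP9 protein for full effect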
Target sequence (O75884 whole entry, looked up): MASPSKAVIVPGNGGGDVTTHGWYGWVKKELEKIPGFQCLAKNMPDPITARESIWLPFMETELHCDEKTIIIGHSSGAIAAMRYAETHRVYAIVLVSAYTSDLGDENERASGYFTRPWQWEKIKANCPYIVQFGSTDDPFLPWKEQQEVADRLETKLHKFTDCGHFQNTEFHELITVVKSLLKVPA
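Controls: DMSO-treated enzyme wells and wells lacking RBBP9 | Material: RBBP9 protein | Technique: Fluorescence polarization | Replication: Single well per compound, no replicates | Buffer or medium: Tris-NaCl-Pluronic buffer, pH 8.0 | Timing: 30 min compound preincubation, 45 min probe labeling, 25 °C | Read-out basis: Percent inhibition from mP, scaled between DMSO and no-protein wells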
Runt-SMMHC FRET – inhibitors of human RUNX1 Runt domain binding to CBFb-SMMHC; Q01196+Q13951; Cerulean-Runt/Venus-CBFb-SMMHC FRET ratio 530/480, 1 h; inhibition, % at 20 µM; 0.74% of 220,000 active; AID 1434;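 active = mean inhibition across duplicate retests at 20 µM reaching about 50%, limit read from the data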;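 note: 0% = DMSO wells and 100% = wells with excess untagged CBFb-SMMHC; inhibitors lower the FRET ratio by blocking Runt binding to CBFb-SMMHC; some results filed as inactive read as strong as hits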
p97 inhibitor – blocks human p97 ATPase activity; P55072; inhibition, % at 8 µM; recombinant p97 ATPase, Kinase-Glo ATP luminescence, 3 h; 0.42% of 220,000 active; AID 1481; in the data active = inhibition above about 15%;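 note: 0% = DMSO vehicle and 100% = wells lacking enzyme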
NPY Y1 blocker – blocks the human neuropeptide Y Y1 receptor; 1% of 200,000 active; inhibition, % at 3.6 µM; HEK293-CNG Y1 cells, membrane potential fluorescence; NPY at EC95, then isoproterenol;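 active = inhibition above the campaign mean inhibition of all tested compounds plus 3 SD, cut at about 20% in these data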;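 note: 0% = DMSO wells given NPY plus isoproterenol and 100% = isoproterenol alone without NPY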
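Assay system: HEK293 cells with Y1 receptor plus CNG channel | Probe or stimulus: NPY (25 nM), isoproterenol (1 µM), Ro 20-1724 (25 µM) | Timing: Compound incubation 1 h at room temperature, readout 45 min post-stimulation | Measured by: Membrane-potential fluorescent dye readout | Benchmarks: High control isoproterenol alone, low control NPY with isoproterenol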
Numbers without * were called inactive; . = not tested or not shown. Not all compounds are listed (hit frequency here may not be typical).

SMILES	Mdm2 ligase inh	Runt-CBFb FRET	Hck Nef HTS	NPY-Y2 PAM-ag	NPY-Y1 PAM-ag	RBBP9 inh	Runt-SMMHC FRET	p97 inhibitor	NPY Y1 blocker
CCNc1nc(Cl)nc(NC(C)C)n1	-2	2	3	-15	-8	2	-3	0	1
COc1ccc(CCC(C)NCCc2ccccc2)cc1 (stereo not given)	-15	3	2	8	-9	5	-4	1	7
C=CCN1C(=O)NC(=O)/C(=C/c2ccc(OC)c(CSc3ccccn3)c2)C1=O	-12	.	-2	-14	-21	1	-6	-3	0
C=CCN1C(=O)CSc2ccc(C(=O)N3CCC4(CC3)OCCO4)cc21	6	-2	-1	1	5	-12	2	-9	6
CN1CCC2(O)OCCCC2C1 (stereo not given)	-6	-1	5	0	10	-4	0	-2	.
O=C1C2CCN(CC2)C1Cc1ccc(OCCOc2ccccc2)cc1 (stereo not given)	1	-4	2	18	11	-5	-6	-1	5
O=c1c2ccccc2nc(/C=C/c2ccc(O)cc2)n1-c1ccccc1O	-8	-77	-114	7	8	-6	-216	10	.
O=C1NC(=O)N(c2ccccc2)C(=O)/C1=C/c1ccc2c(c1)Cc1ccccc1-2	0	5	28	-21	-48	-11	2	0	7
COP(=O)(OC)C1(Nc2ccc(C)cc2)CCCCC1	-9	1	-2	-12	-2	-7	-2	-4	8
CN1C(=O)C(=Cc2coc3ccccc3c2=O)C(=O)N(C)C1=O	-13	0	81*	-6	17	-7	-1	-2	.
O=[N+]([O-])/C(Cl)=C1\NCCN1Cc1ccc(Cl)nc1	8	0	17	-6	-16	-10	1	4	-3
O=c1[nH]c(=O)n(-c2cccc3ccccc23)c(O)c1C=NCCCn1ccnc1	5	2	-20	3	0	-2	-3	3	1
O=c1[nH]c(=O)n(-c2ccccc2)c(O)c1C=NC12CN3CN(CN(C3)C1)C2	-5	1	14	-2	-8	6	-1	5	3
COC(=O)OCC12CCC(O1)C1(C)C(=O)OCC21 (stereo not given)	4	-3	-3	-2	16	-3	4	7	-3
Cn1c(O)c(C(=Nc2ccccc2)SCc2ccccc2Cl)c(=O)n(C)c1=O	-7	8	14	0	-6	-12	-2	0	.
COc1ccc(OC)c(NP(=O)(Oc2ccc(Cl)cc2)Oc2ccc(Cl)cc2)c1	-14	-4	2	-16	-14	2	0	-6	5
COc1ccc(CC[n+]2cc(/N=C(\C)[O-])on2)cc1OC	-4	0	1	-8	-21	0	-2	-4	7
Cc1cc(C)cc(-n2c(O)c(C=Nc3ccc(N4CCOCC4)cc3)c(=O)[nH]c2=S)c1	-4	-107	-1	-15	0	-5	-280	1	-1
CCN(CC)P(c1n(C)cc[n+]1C)N(CC)CC	-14	-7	0	-8	4	3	1	-4	2
Cc1nn(Cc2ccccc2Cl)c(C)c1C(=O)OCC(=O)NC1CCS(=O)(=O)C1 (stereo not given)	-4	2	6	-8	-17	-6	-3	-4	2
c1ccc(-c2ccc(-c3n(-c4ccccn4)c4ccccc4[n+]3-c3ccccn3)cc2)cc1	-15	-2	23	-13	-7	-13	-4	4	19
Clc1cccc(N2CCNCC2)c1Cl	.	0	8	32*	1	1	1	3	8
O=C1CCCN1C(=O)c1cncc(Br)c1	-17	1	-21	-19	-21	-17	-3	-3	-4
CC(=O)c1ccc(OC(NC(=O)c2ccco2)C(Cl)(Cl)Cl)cc1 (stereo not given)	-23	-3	-1	9	1	-8	-1	-6	-4
Cc1cccc(-n2c(C)nc3cc(C(=O)N4CCC5(CC4)OCCO5)ccc32)c1	-15	-1	2	16	7	-5	-2	3	-1
CC(C)c1ccc(C2N3CCCN23)cc1 (stereo not given)	5	1	2	-4	8	1	-4	4	-3
N#Cc1ccc(Cn2cc(C(=O)c3ccco3)c3ccccc32)cc1	-6	0	0	-20	-39	-12	-1	8	21*
CCCCn1c(O)c(C(C)=Nc2ccc(OCC)cc2)c(=O)[nH]c1=O	-7	-3	1	-10	-24	-6	-1	-1	-2
COc1ccc(CCN(C)Cc2ccc(F)cc2F)cc1OC	-24	-1	-7	17	5	2	-2	0	1
CN1C(=O)C(=Cc2c(OCc3cnc(Cl)s3)ccc3ccccc23)C(=O)N(C)C1=O	-9	-1	31	0	-8	-10	-8	1	2
CC1(C)C2CC=C(CN3CCC(O)CC3)C1C2 (stereo not given)	-7	0	0	-16	-7	0	-2	1	3
CCC(=NCC1CCCO1)c1c(O)n(-c2ccc(OC)cc2)c(=O)[nH]c1=O (stereo not given)	-10	-1	10	9	0	1	1	5	.
Fc1ccc(CCNCc2ccc(Br)cc2)cc1	-2	-2	4	-12	-11	-8	0	-3	6
CCc1ccc(N2C(=O)NC(=O)C(CCc3ccncc3)(CCc3ccncc3)C2=O)cc1	-7	1	0	-1	-24	-2	4	2	3
O=C(c1cc(-c2ccc(Cl)cc2)n(-c2ccc(Cl)cc2Cl)n1)N1CCOCC1	-17	-5	1	-25	-23	-4	0	-3	9
CCOC(=O)c1c(N)n(Cc2ccc(OC)cc2)c2nc3ccccc3nc12	-10	47	25	3	-32	-12	110*	2	8
NC1=NC(=O)C(c2ccccc2)O1 (stereo not given)	.	1	.	-8	-4	-5	-3	2	0
CC(O)(CS(=O)(=O)c1ccc(F)cc1)C(=O)Nc1ccc(C#N)c(C(F)(F)F)c1 (stereo not given)	.	0	.	9	12	-10	-1	0	-6
CC12CN3CC(C)(CN(C1)C3c1cccs1)C2O (stereo not given)	4	-3	1	2	23	-5	-9	5	0
COc1cc(Br)cc(CN2CCN(C)CC2)c1O	10	4	2	0	2	-9	0	4	1
O=C1NC(=O)N(c2ccc3c(c2)OCO3)C(=O)/C1=C/c1ccc(N2CCCCC2)o1	7	-15	1	-3	9	-9	-73	0	-6
CCOc1ccc(N2C(=O)NC(=O)/C(=C\c3ccc(N4CCOCC4)cc3C)C2=O)cc1	-16	.	21	7	2	-11	.	2	-2
CN1CCc2nc3sc(C(=O)NC4CC4)c(N)c3cc2C1	-4	12	-9	0	5	-4	2	-2	1
N#CCCn1cc(C=C2C(=O)NC(=O)NC2=O)c(-c2ccccc2)n1	-4	6	32	-1	-6	1	2	0	2
O=C(CNC1CCCCC1)N1CCC2(CC1)OCCO2	-4	0	-20	-1	9	-6	0	-1	7
Cc1cc(C(=O)N=Nc2c(O)n(C)c3ccccc23)c(C)o1	-22	-1	2	16	7	-1	-6	1	0
CC1CCN(c2cc(Br)c([N+](=O)[O-])cc2F)CC1	.	2	22	-2	12	-7	2	6	.
CCN1CCN(C(=O)Cc2ccccc2OC)CC1	0	1	15	3	9	-4	-3	4	-2
Nc1ccccc1C(=O)OCC(=O)N1CCc2ccccc21	-10	-1	0	10	20	-2	-1	-2	-10
CN(C)CCCN=Cc1c(O)n(Cc2ccco2)c(=O)[nH]c1=O	-21	-3	1	11	1	9	4	1	3
Cc1cccc(-n2c(-c3cccs3)nc3ccccc3c2=O)c1	-11	-1	2	-7	-2	-5	4	0	-2
CC(C)N1C(=O)CC2(CC[N+](C)(CCOC(=O)C(O)(c3ccccc3)c3ccccc3)CC2)C1=O (stereo not given)	8	-4	-1	-12	-36	-5	11	-8	6
NCCc1c[nH]c2ccc(OCc3ccccc3)cc12	-12	0	20	-9	5	2	-1	8	.
O=C(Nc1nccs1)C(Cl)(Cl)Cl	-5	0	10	5	17	0	-1	4	-3
Cc1cc(/C=C2\C(=O)NC(=O)N(Cc3ccco3)C2=O)c(C)n1-c1ccc(C(=O)O)cc1	2	-5	50*	1	1	-2	-13	10	.
O=C1NC(=O)C(=Cc2ccc(SC3CCCCC3)o2)C(=O)N1	-2	14	49	1	15	-10	9	2	4
O=c1c2ccccc2nc(-c2ccc(Cl)cc2Cl)n1-c1ccncc1	-31	-2	1	9	10	-7	0	5	5
O=C(N/N=C/c1c(O)n(CCc2ccccc2)c(=O)[nH]c1=O)c1ccccc1O	-14	3	14	-1	-30	-7	7	-5	.
NNP(=O)(CC(=O)c1ccccc1)c1ccccc1 (stereo not given)	-6	0	8	2	18	3	-5	9	.
Cc1cccc(-n2c(O)c(C=NCc3cccnc3)c(=O)[nH]c2=O)c1C	-12	-1	0	-1	-8	-4	2	3	1

Some of the entries so far, bar-delimited.
canonical_smiles | Mdm2 ligase inh | Runt-CBFb FRET | Hck Nef HTS | NPY-Y2 PAM-ag | NPY-Y1 PAM-ag | RBBP9 inh | Runt-SMMHC FRET | p97 inhibitor | NPY Y1 blocker
Nc1ccccc1C(=O)OCC(=O)N1CCc2ccccc21 | -10 | -1 | 0 | 10 | 20 | -2 | -1 | -2 | -10
CN(C)CCCN=Cc1c(O)n(Cc2ccco2)c(=O)[nH]c1=O | -21 | -3 | 1 | 11 | 1 | 9 | 4 | 1 | 3
Cc1cccc(-n2c(-c3cccs3)nc3ccccc3c2=O)c1 | -11 | -1 | 2 | -7 | -2 | -5 | 4 | 0 | -2

(listing goes on)
SMILES	Mdm2 ligase inh	Runt-CBFb FRET	Hck Nef HTS	NPY-Y2 PAM-ag	NPY-Y1 PAM-ag	RBBP9 inh	Runt-SMMHC FRET	p97 inhibitor	NPY Y1 blocker
CCCCC(C)C(OC(=O)CC(CC(=O)O)C(=O)O)C(CC(C)CC(O)CCCCC(O)CC(O)C(C)N)OC(=O)CC(CC(=O)O)C(=O)O (stereo not given)	15	0	1	-5	10	-6	3	2	0
Cc1ccccc1-n1c(O)c(C=Nc2ccc(N(C)C)cc2)c(=O)[nH]c1=O	-12	-20	-2	1	16	4	-68	-2	0
COc1ccccc1CN1CCN(C(=O)COc2ccccc2)CC1	-9	-1	4	1	-20	-6	2	1	-1
O=c1oc2ccccc2c(O)c1[C@H]1c2ccc(O)cc2Oc2c1c(=O)oc1ccccc21	-8	5	-18	-5	15	-10	-1	8	.
Cc1nnc2n1-c1ccc(Br)cc1C(c1ccccc1Cl)=NC2	-17	-2	2	-14	-4	7	1	1	1
O=P(N[C@@H](c1ccccc1)[C@@H]1C[C@H]1CO)(c1ccccc1)c1ccccc1	.	-1	-3	-6	-20	-1	6	5	6
Cn1cccc1CN1CCN(C(=O)COc2ccccc2)CC1	-16	-1	1	9	-15	0	-3	7	-12
CCn1c(NN=O)nc2ccccc21	3	-1	12	3	17	0	0	0	3
O=C(c1c[nH]c2ccc(S(=O)(=O)N3CCC4(CC3)OCCO4)cc2c1=O)N1CCC2(CC1)OCCO2	0	0	15	-1	-3	-12	-3	1	6
